L929 necroptosis: inhibitors of zVAD-triggered necroptosis, primary screen, L929 cells | L929 zVAD necroptosis rescue, ATP luminescence, 24 h; with zVAD 60 µM | viability rescue, % at 10 µM | hit rate 0.38% among 220,000;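 active = activation, scaled between plate controls, above about 75%, limit read from the data; inactive = activation under that limit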;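 note: 0% = zVAD with DMSO and 100% = DMSO alone without zVAD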
PGE2 EP2 inh: human EP2 receptor antagonists, primary screen, TR-FRET cAMP, C6 glioma cells | hit rate 0.52% among 260,000 | C6 glioma cells expressing human EP2; cells stimulated with saturating PGE2 | Prostaglandin E2 receptor EP2 subtype (Homo sapiens), P43116 | AID 1422, 2008 | inhibition, % at 25 µM;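 active = percent inhibition above 40 after rounding to a whole number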;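 note: rat C6 glioma host cells with rolipram phosphodiesterase inhibitor present; the protocol text gives 20 µM as final concentration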
Target sequence (P43116 whole entry, looked up): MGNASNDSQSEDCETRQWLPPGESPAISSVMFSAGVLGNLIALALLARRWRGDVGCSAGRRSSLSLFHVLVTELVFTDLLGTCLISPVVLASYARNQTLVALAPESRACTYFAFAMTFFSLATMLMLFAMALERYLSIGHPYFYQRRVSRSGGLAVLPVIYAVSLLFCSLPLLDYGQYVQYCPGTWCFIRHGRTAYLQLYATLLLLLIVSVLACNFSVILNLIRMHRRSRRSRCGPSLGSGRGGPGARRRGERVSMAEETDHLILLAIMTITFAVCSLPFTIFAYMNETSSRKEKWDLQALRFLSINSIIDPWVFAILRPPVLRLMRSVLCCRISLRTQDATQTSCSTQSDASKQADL
RBBP9 inh: human RBBP9 inhibitors, primary screen, biochemical, fluorescence polarization, FP-Rh probe, HTS; recombinant RBBP9; inhibition, % at 7.94 µM; hit rate 0.2% among 220,000;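 active = inhibition above the campaign mean of all tested compounds plus 3 SD, cut at about 14% in these data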;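 note: plate controls were DMSO wells with RBBP9 for no effect and wells lacking RBBP9 protein for full effect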
Target sequence (O75884 whole entry, looked up): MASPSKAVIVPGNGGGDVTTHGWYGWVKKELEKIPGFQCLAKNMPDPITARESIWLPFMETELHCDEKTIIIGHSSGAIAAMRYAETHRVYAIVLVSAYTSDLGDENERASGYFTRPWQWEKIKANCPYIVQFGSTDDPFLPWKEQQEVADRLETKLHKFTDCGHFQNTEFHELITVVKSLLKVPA
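System: RBBP9 protein / Quantity: 2.5 µM RBBP9 dispensing solution, before mixing / Also added: Serine-hydrolase probe FP-Rh, 375 nM pre-mixing / Dosing: 7.94 µM single dose, 0.794% DMSO / Timing: enzyme-compound preincubation 30 min, then probe labeling 45 min, 25 °C / Signal: FP readout at 525/598 nm / Controls: DMSO-treated enzyme wells and wells lacking RBBP9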
Runt-SMMHC FRET: inhibitors of RUNX1 Runt–CBFb-SMMHC binding, primary screen, biochemical, FRET, Cerulean-Runt, Venus-CBFb-SMMHC, uHTS. Runt-related transcription factor 1 (Homo sapiens) + Core-binding factor subunit beta …. inhibition, % at 20 µM. AID 1434, 2008. hit rate 0.74% among 220,000. Cerulean-Runt/Venus-CBFb-SMMHC FRET ratio 530/480, 1 h;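 active = mean inhibition across duplicate retests at 20 µM reaching about 50%, limit read from the data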;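 note: 0% = DMSO wells and 100% = wells with excess untagged CBFb-SMMHC; inhibitors lower the FRET ratio by blocking Runt binding to CBFb-SMMHC; some results filed as inactive read as strong as hits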
TNF death inh: inhibitors of TNF-alpha triggered necroptosis, primary screen, cell-based, Jurkat FADD-/-, single concentration | activation (protection from cell death), % at 10 µM | hit rate 0.068% among 220,000 | Jurkat FADD-/- TNF necroptosis rescue, ATP luminescence, 24 h; 0 = TNF only, 100 = no-TNF cells;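 active = activation, meaning protection from cell death, of at least 50% relative to plate controls; inactive = activation below 50%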;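 note: necroptosis triggered by 40 ng/mL TNF-alpha added together with compound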
Runt-CBFb FRET: inhibitors of RUNX1 Runt–CBFb binding, primary screen, biochemical, FRET, Cerulean-Runt, Venus-CBFb, uHTS. Runt-related transcription factor 1 (Homo sapiens) + Core-binding factor subunit beta …. Cerulean-Runt/Venus-CBFb FRET ratio 530/480, 1 h. inhibition, % at 20 µM. hit rate 0.46% among 220,000;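 active = inhibition over about 50% at 20 µM in the single-dose screen, limit read from the data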;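 note: 0% = DMSO wells and 100% = excess unlabeled CBFb competitor control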
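test system = Cerulean-Runt domain fusion protein, energy donor | probe or stimulus = Venus-CBFb binding partner, 100 nM | incubation = two 1 h room-temperature incubations shielded from light | detection = fluorescence energy transfer, 422 nm excitation, 530/480 nm emission | measure = loss of energy transfer signal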
PERK inh: block of dimerizer-induced PERK translation repression, primary screen, PERK inhibitor project, CHO PERK-DD cells, SEAP luminescence, HTS | Eukaryotic translation initiation factor 2-alpha kinase 3 (Homo sapiens), Q9NZJ5 | hit rate 0.17% among 220,000 | CHO PERK-DD fusion, SEAP luminescence translation reporter | inhibition, % at 5.6 µM;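 active = inhibition above the mean inhibition of all tested compounds plus 3 SD, set separately per screening campaign, cut at about 2.9% in these data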;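 note: PERK kinase domain activated by AP20187 dimerizer at 100 nM; 0% = DMSO with dimerizer and 100% = rapamycin at 8.4 µM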
EP2 mod: EP2 receptor modulators, cAMP readout, primary screen, cell-based, HTRF cAMP, PGE2 stimulation; Prostaglandin E2 receptor EP2 subtype (Homo sapiens), P43116; EP2-expressing cells, cAMP HTRF FRET, PGE2 co-stimulation; induction, % at 25 µM; hit rate 0.83% among 260,000; AID 940, 2007;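 active = compounds whose cAMP rise, as percent of the full-agonist control response, exceeds 60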;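 note: rat C6 glioma line stably carrying human EP2 under a CMV promoter; the protocol text gives 20 µM as final concentration; 100% = response of wells given 1 µM PGE2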
Hck Nef HTS: inhibitors of Nef-activated human Hck kinase, primary screen, biochemical, Z-Lyte FRET, 384-well, Hck-YEEI | Tyrosine-protein kinase HCK (Homo sapiens), P08631 | Recombinant Hck-YEEI plus Nef, Z-Lyte FRET kinase assay | inhibition, % at 20 µM | hit rate 0.68% among 220,000 | AID 463187, 2010;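 active = Hck-Nef kinase inhibition above about 50%, limit read from the data; inactive = inhibition below that limit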;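 note: 0% = DMSO with Hck plus Nef and 100% = Hck alone without Nef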
Target sequence (P08631 whole entry, looked up): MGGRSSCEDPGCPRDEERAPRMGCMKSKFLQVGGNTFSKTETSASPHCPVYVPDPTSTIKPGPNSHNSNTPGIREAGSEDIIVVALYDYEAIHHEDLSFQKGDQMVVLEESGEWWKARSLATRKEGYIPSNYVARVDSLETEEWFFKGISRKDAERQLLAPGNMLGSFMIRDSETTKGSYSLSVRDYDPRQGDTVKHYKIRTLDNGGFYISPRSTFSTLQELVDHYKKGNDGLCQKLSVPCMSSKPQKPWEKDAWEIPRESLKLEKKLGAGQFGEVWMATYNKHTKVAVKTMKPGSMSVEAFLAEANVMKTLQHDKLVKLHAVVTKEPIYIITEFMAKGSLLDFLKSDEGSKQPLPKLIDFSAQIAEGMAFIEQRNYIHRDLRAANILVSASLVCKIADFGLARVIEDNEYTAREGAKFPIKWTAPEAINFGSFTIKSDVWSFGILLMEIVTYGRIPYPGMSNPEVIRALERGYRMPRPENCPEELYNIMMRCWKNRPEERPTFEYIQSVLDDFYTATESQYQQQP
* = called active by the depositor; nt = not tested or not shown; & = joins results of further samples.

SMILES | L929 necroptosis | PGE2 EP2 inh | RBBP9 inh | Runt-SMMHC FRET | TNF death inh | Runt-CBFb FRET | PERK inh | EP2 mod | Hck Nef HTS
CSc1ccc(C(=O)C2CCCN(C(=O)c3csc(C(C)=O)c3)C2)cc1 (stereo not drawn) | 0.1 | 2 | 1 | -3 | 1.1 | 0 | 0.5 | -41 | -40
COc1ccccc1NCC(=O)N/N=C/C=C/c1ccccc1 | 1.6 | 6 | 0 | -1 | 3.1 | 1 | 0.5 | -1 | 2
Cc1nn(Cc2ccccc2)c(Cl)c1/C=N/NC(=O)CNc1cccc(C(F)(F)F)c1 | 1.9 | 12 | -1 | -4 | 5.9 | -2 | 1.4 | -6 | 2
Cc1c(-n2c(SC(C)C(=O)NC(N)=O)nc3ccccc3c2=O)c(=O)n(-c2ccccc2)n1C (stereo not drawn) | 9.5 | 8 | -5 | -2 | 0.5 | -1 | -0.6 | 23 | -22
O=C(c1ccc(SCc2cccc(Br)c2)c([N+](=O)[O-])c1)N1CCN(c2ccccn2)CC1 | 1.8 | 7 | -11 | -1 | 0.8 | 0 | 0.7 | 3 | 15
COc1ccc(-n2nnnc2/C=C/Nc2cc(C(F)(F)F)ccc2OC)cc1 | 0.4 | 13 | -9 | 4 | -2.3 | 4 | 0.6 | -34 | 3
Cc1cccc(C)c1OCc1nc2ccccc2[nH]1 | 0.0 | 15 | -6 | -4 | 1.1 | -4 | -0.1 | -18 | 5
Cc1cc(OCCN2CCCC2)cc(C(C)C)c1 | -0.1 | 10 | -5 | 1 | 5.0 | -4 | 0.0 | -2 | 6
Cc1ccc2[nH]c(O)c(N=NC(=O)C(C)n3cnc4ccccc4c3=O)c2c1 (stereo not drawn) | 2.1 | 14 | -6 | 0 | 7.6 | -4 | -0.1 | -59 | 7
CSc1ccccc1-n1nnnc1SCC(=O)Nc1ccccc1C | 0.2 | 6 | 5 | 3 | 1.0 | 2 | -0.6 | -28 | -1
CC(C)=CCN1CCN(Cc2ccc(C)s2)CC1CCO (stereo not drawn) | 0.7 | 3 | 0 | -2 | 0.6 | -2 | 0.4 | -9 | 21
COc1ccc(NC2=CC(=O)CC(c3ccc(C)cc3)C2)c(OC)c1 (stereo not drawn) | 1.4 | 16 | 8 | nt | -3.8 | nt | 0.7 | nt | 2
Clc1ccc(CN2CCC(Cc3ccccc3)CC2)cc1 | 0.0 | 7 | -9 | -3 | 2.0 | 0 | -0.5 | 27 | 3
O=C(Nc1ccc(Oc2cccnc2)cc1)c1ccc([N+](=O)[O-])cc1 | 1.4 | 1 | 2 | -4 | -2.1 | -2 | 0.0 | -41 | 17
COc1ccc2nc(/C=N/NC(=O)CCNC(=O)OC(C)(C)C)ccc2c1 | 0.6 | 5 | -9 | 0 | 1.9 | -2 | -1.5 | -22 | 22
CCn1c(SCC(=O)c2ccc(Br)cc2)nnc1C(C)NC(=O)Cc1ccc(OC)cc1 (stereo not drawn) | 0.6 | 7 | -2 | 0 | -0.9 | 0 | 0.8 | 13 | 2
Cc1cc2oc(=O)cc(CN3CCOCC3)c2cc1C | -0.5 | 8 | 5 | -2 | 2.8 | 2 | 0.3 | 24 | 3
COc1ccc(-n2cc(CNCCc3cscn3)c(-c3ccccc3Cl)n2)cc1 | -0.9 | 6 | -7 | 4 | 7.8 | 0 | -0.7 | -13 | 23
C=C1Cn2c(nnc2-c2ccc(Cl)cc2)S1 | -0.5 | 10 | -5 | 1 | -0.8 | -2 | 0.3 | -10 | -1
COC(=O)c1ccc(Nc2nnc(-c3ccc(C)c(S(=O)(=O)NCC4CCCO4)c3)c3ccccc23)cc1 (stereo not drawn) | 1.7 | 10 | -6 | -2 | -0.4 | -7 | 0.7 | -6 | 3
CC(C)n1cc(NC(=O)c2cc(-c3ccccc3)on2)cn1 | -0.2 | 22&10 | 9 | 4 | -15 | 2 | 0.0 | -91&5 | -2
COc1ccc2cc(C(c3nnnn3CC3CCCO3)N3CCOCC3)c(=O)[nH]c2c1 (stereo not drawn) | 1.1 | 9 | -3 | 11 | 2.3 | 3 | 0.8 | 13 | -4
CCOC(=O)CCNC(=O)N1CCCC(C(=O)c2cccc(Cl)c2)C1 (stereo not drawn) | -0.4 | 3 | -9 | 1 | -0.5 | 8 | 2.2 | 17 | 5
N#Cc1c(NCc2ccccc2)ccnc1NCc1cccnc1 | -0.4 | 3 | -11 | 2 | -8.2 | -1 | -0.4 | 12 | 1
CC(C)c1ccc(NC(=O)COC(=O)CSc2nnc(N)s2)cc1 | 0.0 | 5 | -1 | -1 | 2.4 | 3 | 0.1 | 19 | 0
OC(CSc1ccccc1Cl)CN1CCN(c2ccc(F)cc2)CC1 (stereo not drawn) | 0.3 | 6 | -1 | 1 | -3.1 | 0 | -0.8 | -38 | 1
Cc1cc(=O)[nH]c(-c2cccs2)n1 | 0.9 | 15 | -3 | -2 | 0.5 | 0 | 0.3 | 16 | 8
CC(C)c1ccc2oc(-c3ccc(NC(=O)c4ncn[nH]4)cc3)nc2c1 | 0.7 | 16 | -4 | 2 | 0.8 | 0 | 0.7 | -54 | -2
Cc1cc(NC(=O)Nc2cccc3ccccc23)no1 | 1.6&1.2 | 6 | -7&-1 | 0&1 | 0.0&0.3 | -1&2 | 0.6&0.6 | -30&-1 | -1&30
Cc1cc(-c2ccccc2)nc(N2CCC(C(=O)NCc3ccccc3Cl)CC2)n1 | nt | -3 | 1 | -2 | 0.7 | 0 | 1.0 | 19 | -5
CCCc1cc(=O)[nH]c(SCC(=O)C(C)(C)C)n1 | 0.6 | 6 | -3 | 5 | 0.7 | -2 | 0.7 | 7 | 2
O=C(Cc1cccs1)NCc1ccncc1 | -0.4 | 8 | -4 | -7 | -1.6 | 0 | 3.0* | 0&6 | 0
O=c1[nH]nc2c3ccccc3cnn12 | 0.5 | 4 | -5 | -4 | 1.3 | 0 | 1.1 | 35 | -1
COCCCN(C(=O)Nc1ccccc1)C(C)c1ccncc1 (stereo not drawn) | 1.0 | 12 | -2 | 3 | 0.4 | 1 | 0.2 | 15 | 3
CN(C)CCNc1oc(/C=C/c2ccccc2)nc1C#N | 2.0 | 12 | -6 | 0 | 1.1 | 2 | -0.5 | -21 | 13
CCOC(=O)c1cc(C#N)c(Oc2ccc(F)cc2)nc1-c1ccccc1 | 1.2 | 12 | 0 | -8 | -2.5 | -2 | 0.0 | 55 | 0
CCOC(=O)Nc1nc(C)c(C(=O)N(C)C)s1 | -0.1 | 2 | -9 | -2 | -1.4 | 0 | 1.1 | 29 | 1
Cc1cccc(NC(=O)Nc2cc(C)on2)c1 | 2.1 | nt | -7 | -3 | 1.2 | -1 | 1.2 | -19 | 2
Cc1cccc(NC(=S)N/N=C2/CCCCc3ccccc32)c1 | 0.9 | 5 | -10 | 3 | 2.1 | 3 | -1.1 | 33 | 2
CC1CN(Cc2ccccc2)c2nc3c(c(=O)[nH]c(=O)n3C)n2C1 (stereo not drawn) | 0.1 | 4 | -7 | 3 | -3.9 | -2 | -1.9 | -4 | -15
COc1ccc(CN(CC(=O)NC2CCCC2)C(=O)c2ccc(-c3ccccc3)[nH]2)cc1 | 2.8 | 1 | -7 | 5 | 5.1 | 2 | -0.4 | 41 | -4
CCOc1ccc(NC(=O)c2cn(CC(C)C)c(=O)c3c2c2ccccc2n3C)cc1 | 0.2 | 6 | 12 | 1 | 1.3 | 1 | 1.4 | 15 | 7
O=C(CSc1nnc(NC(=O)c2ccc3c(c2)OCO3)s1)NCc1ccco1 | 10 | 5 | -8 | -1 | -0.3 | -1 | -0.2 | 4 | 20
Cc1c(Cl)cccc1NC(=O)CN1CCN(CCN=CC2=C(O)CC(c3ccccc3)CC2=O)CC1 (stereo not drawn) | 1.8 | 10 | -8 | -3 | 3.3 | -5 | -0.2 | -21 | 21
Cc1ccc(Nc2nc(-c3ccc(S(=O)(=O)N4CCOCC4)cc3)cs2)cc1Cl | 1.4 | 13 | -4 | 2 | 5.0 | -2 | 1.2 | 1 | 1
COc1ccccc1OCC(O)Cn1c(=N)n(CCN2CCCCC2)c2ccccc21 (stereo not drawn) | 0.6 | 9 | -9 | -5 | 0.0 | -1 | -1.2 | -20 | 0
O=C(NCCCn1ccnc1)c1cc2c(s1)CCCCC2 | 0.2 | 12 | 1 | 0 | -0.1 | -1 | 0.3 | 14 | 9
COc1cc(NC(=O)c2ccccc2Cl)c(OC)cc1NC(=O)CN1CCOCC1 | -0.3 | 13&11 | -3 | 0 | -3.4 | -1 | -0.8 | -1&-41 | 0
COCCNS(=O)(=O)c1ccc2c(c1)C(=NO)c1cc(S(=O)(=O)NCCOC)ccc1-2 | 0.6 | 5 | -37 | 3 | 3.2 | 0 | 1.3 | 23 | 24
COc1cc(NC(=O)COn2nnc3ccc(S(C)(=O)=O)cc32)cc(OC)c1 | 0.0 | 6 | -7 | 4 | 0.0 | 0 | 0.2 | -10 | 17
COc1cccc(NC(=S)Nc2cccnc2)c1 | -0.5 | 9 | 3 | 2 | 0.2 | 6 | 0.0 | 0 | 4
O=C(NNC(=O)C(Cl)Cl)c1cnn(-c2ccccc2)c1C(F)(F)F | 0.0 | 4 | -4 | -2 | 0.8 | 2 | 0.2 | -6 | 4
O=C1CCCCC1Sc1nnc(-c2ccc3c(c2)OCO3)o1 (stereo not drawn) | 1.0 | 8 | -8 | 0 | 0.0 | -2 | 1.1 | -30 | 2
CC1(C)NC(=O)N(CC(O)CN2C(=O)CCC2=O)C1=O (stereo not drawn) | -0.3 | 9 | 1 | 4 | -1.6 | 0 | 0.8 | 5 | 1

Two entries drawn at random from the list so far:
SMILES | L929 necroptosis | PGE2 EP2 inh | RBBP9 inh | Runt-SMMHC FRET | TNF death inh | Runt-CBFb FRET | PERK inh | EP2 mod | Hck Nef HTS
O=C(NNC(=O)C(Cl)Cl)c1cnn(-c2ccccc2)c1C(F)(F)F | 0.0 | 4 | -4 | -2 | 0.8 | 2 | 0.2 | -6 | 4
COc1cccc(NC(=S)Nc2cccnc2)c1 | -0.5 | 9 | 3 | 2 | 0.2 | 6 | 0.0 | 0 | 4

Some of the compounds tested; rates above refer to the full screens.
